Bioassay records from PubChem.
TRHR agonist = activates the human TRH receptor | P34981 | TRHR cells, calcium flux fluo-8, FDSS agonist mode | activation, % at 2 µM | actives 0.18% (n = 360,000); in the data active = activation above about 30%; note: 0% is about no effect
Target sequence (P34981 whole entry, looked up): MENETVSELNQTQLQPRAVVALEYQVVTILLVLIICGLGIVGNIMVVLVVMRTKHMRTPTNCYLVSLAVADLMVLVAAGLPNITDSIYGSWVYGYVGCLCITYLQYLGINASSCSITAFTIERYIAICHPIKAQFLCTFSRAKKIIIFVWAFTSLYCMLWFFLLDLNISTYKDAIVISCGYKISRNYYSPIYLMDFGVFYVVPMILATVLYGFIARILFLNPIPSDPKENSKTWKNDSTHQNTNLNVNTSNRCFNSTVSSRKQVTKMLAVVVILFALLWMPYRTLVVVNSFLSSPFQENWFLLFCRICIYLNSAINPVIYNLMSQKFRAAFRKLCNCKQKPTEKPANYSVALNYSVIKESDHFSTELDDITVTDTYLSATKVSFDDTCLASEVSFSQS
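In this calcium-flux screen, cells bearing human TRHR are dye-loaded with fluo-8, baselined for 10 cycles, then exposed to library compounds; positive kinetic calcium responses during the agonist phase mark hits, with TRH as control.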
USP1-UAF1 inh = inhibitors of human USP1/UAF1 deubiquitinase; O94782; recombinant USP1/UAF1, Ub-Rhodamine cleavage fluorescence; Potency, µM (series often up to 57.1 µM), without a hit: top-dose activity change, negative = inhibition, hits mostly inhibitors; actives 0.23% (n = 390,000); note: potency is the fitted concentration of half-maximal effect; % is set by controls: 0 for no effect and ±100 for the full control effect; nearly all actives have a fitted effect of over 60% in size; inactives centre near -12
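1 nM enzyme complex + cpd, 15 min RT; start with Ub-Rho 150nM final; kinetic fluorescence ex 480/em 540, 6 reads q60 s. Buffer 50mM HEPES pH 7.8, 0.5mM EDTA, 0.1 mg/ml BSA, 1mM TCEP, 0.01% Tween-20.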
TRHR PAM = allosterically enhances the human TRH receptor | P34981 | TRHR cells, fluo-8 calcium fluorescence, EC20 TRH enhancement | enhancement, % at 2 µM | actives 0.66% (n = 360,000) | AID 493056; in the data active = enhancement above about 30%; note: 0% is about no effect
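Enhancer read-out: after compound pinning and an initial kinetic agonist-mode read, an EC20 of TRH (10 nM final) was injected and fluo-8 calcium signal (Ex 480/Em 530) followed at 1 s/cycle for 100 cycles in TRHR-expressing cells.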
D2 antagonist = antagonizes the human D2 dopamine receptor; actives 2% (n = 340,000); P14416; HEK293 TREx D2 cells, calcium flux, dopamine EC80; inhibition, % at 10 µM; AID 485344; in the data active = inhibition above about 30%; note: 0% is about no effect
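Antagonism is scored as inhibition of an EC80 dopamine-evoked calcium signal in a force-coupled, tetracycline-inducible HEK293 T-REx D2 line, with compound present 180 s before agonist.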
IDH1 R132H inh = human IDH1 R132H inhibition | actives 0.093% (n = 390,000) | Potency, µM (top dose mostly 76.6 µM), for inactives: at the highest dose activity change, negative = inhibition, usual class: inhibitors | IDH1-R132H enzyme, NADPH consumption, diaphorase/resazurin fluorescence; note: potency is the fitted concentration of half-maximal effect; % is set by controls: 0 for no effect and ±100 for the full control effect; nearly all actives have a fitted effect of over 65% in size
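IDH1-R132H (0.5 ug/mL dispensed) in pH 7.5 Tris buffer was preincubated 30 min with compound, then given a substrate mix of 0.016 mM NADPH and 2 mM alpha-KG for 80 min at room temperature; remaining NADPH was read by diaphorase/resazurin fluorescence.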
Pin1 inh = blocks the human prolyl isomerase Pin1 | actives 0.009% (n = 390,000) | Q13526 | Pin1 FP peptide displacement, HiFluor488, 10 min | Potency, µM (titrated, usually from 115 µM), for inactives: top-dose activity, negative = inhibition, usual class: inhibitors; active = well fitted inhibition curve with a large enough effect in the polarisation, with a control signal flat, not every such curve was filed as active; inconclusive = small, poorly fitted or top-dose-only effect, or effect the other way, or a change in a side signal; inactive = no such curve, though single readings can be large or run the other way; the % refers to the polarisation; note: potency is the fitted concentration of half-maximal effect; % is set by controls: 0 for no effect and ±100 for the full control effect
Target sequence (Q13526 whole entry, looked up): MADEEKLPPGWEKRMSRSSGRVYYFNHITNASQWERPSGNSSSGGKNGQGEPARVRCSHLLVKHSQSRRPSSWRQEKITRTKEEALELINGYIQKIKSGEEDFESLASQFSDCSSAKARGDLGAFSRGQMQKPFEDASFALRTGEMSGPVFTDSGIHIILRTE
D2 ag = agonists of human D2 dopamine receptor | P14416 | activation, % at 2 µM | HEK293 T-REx D2 cells, calcium flux agonist mode | actives 0.53% (n = 340,000);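 active = activation over 3 SD above normal in the single-dose calcium agonist read, cut at about 30% in these data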; note: 0% is about no effect
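Tetracycline-induced HEK293 Trex cells with D2 receptor force-coupled to calcium signaling, plated overnight at 30 C and loaded with no-wash calcium dye. Calcium flux read kinetically for 180 s after compound addition; responses flag agonists.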
TrxR1 substrate = substrates of rat thioredoxin reductase 1; O89049; purified TrxR1 substrate turnover, NADPH consumption readout; Potency, µM (top dose mostly 114 µM), without a hit: top-dose activity change, negative = substrate turnover; actives 0.01% (n = 390,000); note: potency is the fitted concentration of half-maximal effect; % is set by controls: 0 for no effect and ±100 for the full control effect; nearly all actives have a fitted effect of over 50% in size
Target sequence (O89049 whole entry, looked up): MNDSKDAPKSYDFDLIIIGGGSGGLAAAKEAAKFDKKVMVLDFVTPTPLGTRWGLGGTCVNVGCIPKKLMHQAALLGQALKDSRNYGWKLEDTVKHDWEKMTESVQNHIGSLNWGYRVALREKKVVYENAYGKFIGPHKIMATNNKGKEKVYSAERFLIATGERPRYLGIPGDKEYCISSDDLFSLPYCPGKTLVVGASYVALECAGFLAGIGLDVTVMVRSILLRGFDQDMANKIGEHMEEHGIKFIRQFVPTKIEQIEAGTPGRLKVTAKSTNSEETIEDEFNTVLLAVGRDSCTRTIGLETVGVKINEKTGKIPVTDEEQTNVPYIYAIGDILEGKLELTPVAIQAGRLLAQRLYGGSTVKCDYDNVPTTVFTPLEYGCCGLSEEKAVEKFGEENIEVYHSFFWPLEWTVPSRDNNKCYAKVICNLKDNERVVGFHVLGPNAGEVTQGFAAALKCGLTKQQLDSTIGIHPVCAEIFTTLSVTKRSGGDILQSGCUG
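Rat TrxR1, dispensed at 90 nM, was prereduced with 400 uM NADPH (final) for 5 min at ~22 deg C, then incubated with compound 15 min before 400 uM selenite. A first-read NADPH fluorescence drop versus no-compound background flagged substrates.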
TrxR1 inh = blocks rat thioredoxin reductase 1; actives 1% (n = 390,000); O89049; AID 588453; Potency, µM (titrated, usually from 114 µM), for inactives: at the top dose activity change, negative = inhibition, hits mostly inhibitors; recombinant rTrxR1, NADPH fluorescence consumption, selenite substrate; note: potency is the fitted concentration of half-maximal effect; % is set by controls: 0 for no effect and ±100 for the full control effect; nearly all actives have a fitted effect of over 65% in size
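Rat TrxR1 (90 nM in the dispensed reagent) was pre-reduced with 400 uM NADPH for 5 min at room temperature, then incubated with compound for 15 min. After 400 uM selenite was added, NADPH fluorescence (Ex 340/Em 450 nm) was followed for 8 min.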
* hit, by the source's call; ? = inconclusive; . = no result given; & = joins results of further samples; [ ] = dose if it differs, or a comment. Unless noted, calls come from the whole dose curve; as a rule, active = well fitted inhibition curve with a large enough effect; inconclusive = small, poorly fitted or top-dose-only effect; inactive = no such curve, though single readings can be large or run the other way. An excerpt; rates above refer to the full screens.

The line under a structure holds: Pin1 inh	TrxR1 inh	IDH1 R132H inh	D2 ag	D2 antagonist	TRHR PAM	USP1-UAF1 inh	TRHR agonist	TrxR1 substrate
#1 Cc1ccc(-c2n[nH]c(=O)c3ccccc23)cc1S(=O)(=O)N(C)C
  2%	10%	1%	-0.4	-1	5	-24%	0.8	4%[11.4 µM]
#2 COc1ccccc1CNC(=O)c1ccc2c(c1)N(Cc1cccc(Cl)c1)C(=O)c1ccccc1S2(=O)=O
  20%	27%[57.1 µM]	4%	-0.3	.	-5	3%	1.0	0%[57.1 µM]
#3 Cc1ccn2c(NC3CCCCC3)c(-c3cccc(SC4CCCCC4)c3)nc2c1
  48%[activator]	34%	3%	.	.	.	?	.	34%[activator]
#4 COc1cccc(NC(=O)Cn2c(=O)n(Cc3ccc(C(=O)NCc4ccc5c(c4)OCO5)cc3)c(=O)c3ccccc32)c1
  23%	2%	3%	1.3	.	6	-25%	1.7	1%
#5 CCC(=O)NC(c1ccccc1)c1nc2ccccc2[nH]1 (stereo not given)
  -1%	?	-4%	-0.2	-12	-9	-8%	0.5	-10%
#6 O=C(CN1CCC(NC(=O)c2ccccc2F)CC1)Nc1ccc2c(c1)OCCO2
  7%	24%	-9%	0.4	24	-1	-24%	-0.3	3%
#7 CC(C)=N/N=C1/NC(=O)C(CC(=O)Nc2cc(Cl)ccc2C)S1 (stereo not given)
  -15%	1%	-2%	0.0	46*	4	-4%	1.0	-9%
#8 N#Cc1c(SCC(=O)N2CCCCC2)nsc1SCC(=O)N1CCCCC1
  -5%	7%	7%	0.2	13	0	-13%	0.6	5%
#9 CC(=O)c1cnc(Nc2nc(C)c3ccc(C)cc3n2)nc1C
  1%	5%	3%	0.3	-7	6	-9%	0.4	-3%
#10 Cc1cc(C)cc(NC(=O)c2ncn(-c3ccccc3)n2)c1
  24%	3%	6%	-1.8	.	-4	-21%	-1.4	3%
#11 COCCn1cnc2c1c(=O)n(CC(=O)OCC(=O)NCCCc1ccccc1)c(=O)n2Cc1ccccc1
  -2%	30%	5%	-1.3	-9	-4	-22%	-0.3	2%
#12 COc1ccc(NC2=NCC(=O)N2c2ccccc2F)cc1
  -6%	8%	12%	-0.6	37*	-2	-11%	0.7	0%
#13 CCOP(=O)(OCC)c1nc(-c2ccc(Br)cc2)oc1N1CCCCC1
  1%	-10%	3%	.	.	3	-8%	-1.8	5%
#14 N#CCC(=O)Nc1ccc(C(=O)OCC(=O)NC(=O)Nc2ccc3c(c2)OCCO3)cc1
  ?	12%	-12%	.	.	.	-23%	.	-1%
#15 O=C(C[n+]1ccccc1)N1CCCc2ccccc21
  -2%	7%	10%	0.9	18	3	-16%	0.8	0%

Whole records as entered above. Values in the order: Pin1 inh, TrxR1 inh, IDH1 R132H inh, D2 ag, D2 antagonist, TRHR PAM, USP1-UAF1 inh, TRHR agonist, TrxR1 substrate
Results for CCOP(=O)(OCC)c1nc(-c2ccc(Br)cc2)oc1N1CCCCC1 : 1%, -10%, 3%, ., ., 3, -8%, -1.8, 5%
Results for Cc1cc(C)cc(NC(=O)c2ncn(-c3ccccc3)n2)c1 : 24%, 3%, 6%, -1.8, ., -4, -21%, -1.4, 3%

Following part:
The line under a structure holds: Pin1 inh	TrxR1 inh	IDH1 R132H inh	D2 ag	D2 antagonist	TRHR PAM	USP1-UAF1 inh	TRHR agonist	TrxR1 substrate
#16 C[C@@H](O)C1NC(=O)[C@H](CCCCN)NC(=O)c2cc([N+](=O)[O-])cc(I)c2NCCC[C@@H](C(N)=O)NC1=O (stereo not given in full)
  -1%	-7%	9%	0.0	2	-4	-17%	0.5	0%
#17 COc1ccc(C(=O)N2CCN(c3nc4cc(C)ccc4cc3C#N)CC2)c(OC)c1
  1%	3%	4%	-0.5	9	3	-20%	-3.1	17%
#18 COc1cc(/C=C/C(=O)OCC(=O)c2c(N)n(C)c(=O)n(C)c2=O)ccc1OC(F)F
  2%	-11%[57.1 µM]	-9%	2.2	-12	1	5%	1.2	10%
#19 Cc1oc(C(C)(C)C)cc1C(=O)Nc1cccc(/C=C/C(=O)O)c1
  -2%	-12%	-5%	-0.4	14	-1	-12%	0.5	1%
#20 Cc1cccc(NC(=O)CSc2cn(CC(=O)N3CCC(C)CC3)c3ccccc23)c1C
  -3%	7%	0%	-0.1	.	-7	5%	0.4	4%
#21 CN1CCN(S(=O)(=O)c2ccc(Cl)cc2)CC1
  -2%&-4%	12%[11.4 µM]	-1%&4%	0.7	-10	0	-21%&-11%	0.1	12%[57.1 µM]
#22 CCn1cc(CN2CCCC(C(=O)Nc3cccc(-n4cccn4)c3)C2)c(C)n1 (stereo not given)
  -10%	13%	1%	0.5	9	8	-19%	0.6	5%
#23 COc1ccc(-c2cc(C(=O)NCCc3ccccc3)c3cc(C(C)C)ccc3n2)cc1
  ?	21%[57.1 µM]	6%	0.5	.	-4	?	1.3	22%[57.1 µM]
#24 O=C(CSc1ncc2c(n1)-c1ccccc1N(Cc1ccc(F)cc1)S2(=O)=O)c1ccc(Br)cc1
  8%	-14%	-9%	0.9	.	-9	-17%	1.6	0%
#25 Cc1cc(NC(=O)COC(=O)C2CC(=O)N(c3ccc(Cl)cc3)C2)no1 (stereo not given)
  4%	-4%	-6%	0.6	1	1	1%	-0.6	-3%
#26 O=C(CSc1ccc2nnc(CCNC(=O)c3ccccc3)n2n1)Nc1ccccc1
  0%	19%	2%	-0.6	0	0	0%	-0.2	-3%
#27 COc1ccc(-c2nnc(N(C)C(=O)C3CCCO3)s2)cc1 (stereo not given)
  1%	-7%	-4%	-0.2	-11	-3	-15%	0.1	-4%
#28 COc1ccc2nc(Cl)c(C3CC(c4ccco4)=NN3C(=O)CCC(=O)O)cc2c1 (stereo not given)
  -1%	-6%[57.1 µM]	1%	0.0	4	-2	-26%	-0.3	7%[57.1 µM]
#29 COc1ccccc1-n1c(SCC(=O)N2CCOCC2)nc(O)cc1=O
  8%	3%	1%	0.9	6	3	-14%	-0.4	1%
#30 c1ccc(-c2n[nH]c3c2CCC3)cc1
  4%	4%	2%	0.5	-5	5	-10%	-0.2	3%
#31 COc1ccc(OC)c(S(=O)(=O)N(C)CC(=O)N2CCc3ccccc3C2)c1
  1%	-15%	7%	-0.4	5	-4	?	0.7	-7%
#32 CCOc1ccc(NC(=O)C2CCCCN2S(=O)(=O)c2ccccc2)cc1 (stereo not given)
  -3%	9%	10%	-0.9	3	-17	-8%	0.3	-2%
#33 CCC(O)(Cc1ccccn1)Cc1ccccn1
  -5%	-13%	0%	.	.	.	-18%	.	9%[57.1 µM]
#34 O=C(Cn1cc2c(n1)CCCC2)NCCCN1CCN(Cc2ccccc2)CC1
  -2%	-42%	15%	0.5	10	6	-14%	0.0	-7%[57.1 µM]
#35 CN(CCCC(=O)NC1CC(C)(C)NC(C)(C)C1)S(=O)(=O)c1ccc([N+](=O)[O-])cc1
  0%	14%[57.1 µM]	1%	-0.2	-4	1	5%	0.6	12%
#36 CCOc1ccc(CNC(=O)C2CCN(C(=O)N3CC(CC)Oc4ccc(C)cc43)CC2)cc1OC (stereo not given)
  4%	20%	6%	1.0	.	-10	6%	0.0	-3%
#37 O=C(CC1C(=O)N(c2ccccc2)C(=O)N1CCc1cccs1)Nc1ccc(F)cc1 (stereo not given)
  0%	24%	?	0.0	.	-3	-20%	0.0	3%
#38 CCN(CC(=O)Nc1ccc2c(c1)OCCO2)C(=O)c1cccc(OCC(C)C)c1
  -6%	12%	2%	0.3	10	-3	-10%	-1.2	4%
#39 CCN(CC)CC(=O)Nc1nc(-c2ccc(Cl)cc2)cs1
  2%	7%[57.1 µM]	3%	1.1	-14	1	-27%	-0.1	6%[57.1 µM]
#40 Cc1[nH][nH]c(=O)c1C(c1c(C)[nH][nH]c1=O)c1cn(Cc2ccc(Cl)c(Cl)c2)c2ccccc12
  4%	?	-10%	1.4	-9	10	28µM*	-0.1	56µM*
#41 CC1(C(=O)NC2CCCCC2)CCC(=O)N1Cc1cccnc1 (stereo not given)
  -3%	-3%	-1%	0.6	-16	7	-20%	0.1	-5%
#42 COc1ccc(C(=O)N2CCCC(CNC(=O)c3ccccc3Cl)C2)o1 (stereo not given)
  4%	?	-4%	0.4	5	-7	-24%	-0.1	-12%
#43 Cc1ccc(NC(=S)NC2CCCCC2)cc1S(=O)(=O)N(C)C
  0%	-24%	19%	2.4	12	-1	-18%	0.3	-5%
#44 CC1CCN(S(=O)(=O)c2ccc(NC(=O)Cn3nnc(-c4ccccc4F)n3)cc2)CC1
  9%	-14%	-7%	1.2	4	3	-23%	1.3	9%
#45 Oc1ccc(C=Nc2ccccc2-c2nc3ccccc3[nH]2)c(O)c1
  -2%	49%[activator]	0%	0.4	5	-5	-12%	0.2	390%[activator]
#46 CCOC(=O)N1CCN(C2CC(=O)N(c3ccccc3)C2=O)CC1 (stereo not given)
  0%	15%	2%	.	.	-2	-15%	0.5	13%
#47 Cn1c(=S)[nH]c2ccccc21
  -1%	-11%	1%	-1.5	-2	-6	-27%	-0.4	-5%
#48 COc1ccc2cc(/C=N/NC(=O)CSCc3ccc([N+](=O)[O-])cc3)c(Cl)nc2c1
  1%	27%	0%	-0.6	-24	-10	-14%	-0.1	11%
#49 CCc1cc2c3c(c(=O)oc2cc1OCC(=O)OC)CCCC3
  1%	-3%	0%	-0.9	-4	-3	-26%	-1.5	49%[activator]
#50 O=C(CSc1nc2ccccc2nc1Cc1ccccc1)Nc1ccc2c(c1)OCO2
  -1%	24%[57.1 µM]	0%	0.1	.	1	13%	0.2	3%[57.1 µM]
#51 O=C(Nc1ccc(N2CCCC2)cc1)c1cc(Cl)ccc1Cl
  -3%	3%	-5%	-0.8	-7	27	-22%	-0.4	-4%
#52 Cc1cccc(C(=O)OCC(=O)NC(=O)NCc2ccccc2)c1
  -5%	9%	-2%	0.6	-15	8	-6%	-1.2	-2%
#53 CC(NS(=O)(=O)/C=C/c1ccccc1)C(=O)O (stereo not given)
  5%	23%	-2%	0.8	-2	6	4%	0.5	10%[57.1 µM]
#54 O=C(O)CSc1sc(=S)sc1SCC(=O)O
  ?	-13%	1%	-0.6	-32	4	-16%	-0.3	-7%
